Source: PubChem (Sanford-Burnham Center for Chemical Genomics)
697 NFkB inh – inhibitors of PMA/ionomycin-induced NF-kB reporter, 697 cells, primary screen, B-cell NF-kB inhibitor project, cell-based, luminescence, uHTS | 697 B-cell NF-kB luciferase reporter, 16 h | inhibition, % at 4 µM | 330,000 compounds, 0.33% hits; in the data active = inhibition above about 35%
Gli-Sufu antag – Gli-Sufu pathway antagonists, primary screen, luciferase luminescence, Sufu-KO-LIGHT cells, uHTS; 340,000 compounds, 0.74% hits; inhibition, % at 5 µM; Sufu-KO-LIGHT fibroblasts, Gli luciferase reporter luminescence; AID 588413, 2011;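 active = inhibition above about 55%, limit read from the data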;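 also: 0% = DMSO-treated cells and 100% = wells with medium but no cells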
HKDC1 inh – HKDC1 hexokinase inhibitors, primary screen, biochemical, fluorescence, uHTS | Q2TB90 | recombinant HKDC1, G6PDH/diaphorase resazurin coupled fluorescence | inhibition, % at 20 µM | 340,000 compounds, 0.16% hits;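 active = inhibition above about 35% when tested at 20 µM, limit read from the data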;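 also: plate controls were DMSO wells with enzyme for no effect and DMSO wells lacking enzyme for full effect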
Target sequence (Q2TB90 whole entry, looked up): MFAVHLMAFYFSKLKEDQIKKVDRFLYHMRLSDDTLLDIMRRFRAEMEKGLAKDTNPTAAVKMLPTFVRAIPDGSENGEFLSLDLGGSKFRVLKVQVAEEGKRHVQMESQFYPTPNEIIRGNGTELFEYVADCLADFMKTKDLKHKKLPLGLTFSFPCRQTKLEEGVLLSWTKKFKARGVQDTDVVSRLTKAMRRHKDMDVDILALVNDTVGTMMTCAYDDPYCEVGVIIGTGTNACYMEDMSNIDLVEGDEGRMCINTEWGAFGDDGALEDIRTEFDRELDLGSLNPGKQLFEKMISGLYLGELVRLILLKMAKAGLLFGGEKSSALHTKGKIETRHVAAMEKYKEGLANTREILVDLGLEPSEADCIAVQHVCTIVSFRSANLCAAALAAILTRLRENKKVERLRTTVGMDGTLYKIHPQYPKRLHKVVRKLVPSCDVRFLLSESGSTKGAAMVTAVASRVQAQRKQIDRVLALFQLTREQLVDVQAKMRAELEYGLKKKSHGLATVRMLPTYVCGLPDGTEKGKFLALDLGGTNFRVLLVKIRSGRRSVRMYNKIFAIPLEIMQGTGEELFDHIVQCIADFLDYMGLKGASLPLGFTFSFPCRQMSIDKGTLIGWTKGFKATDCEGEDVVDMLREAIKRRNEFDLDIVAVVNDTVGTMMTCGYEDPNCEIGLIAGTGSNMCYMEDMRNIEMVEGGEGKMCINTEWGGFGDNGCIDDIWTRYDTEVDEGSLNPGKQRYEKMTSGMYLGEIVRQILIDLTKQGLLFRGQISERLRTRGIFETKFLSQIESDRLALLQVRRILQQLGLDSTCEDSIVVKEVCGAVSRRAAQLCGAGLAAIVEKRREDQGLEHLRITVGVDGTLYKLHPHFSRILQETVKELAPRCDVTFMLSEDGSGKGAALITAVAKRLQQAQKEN
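System: Recombinant HKDC1 hexokinase | Amount: HKDC1 at 5 µg/mL | Reagent: Glucose with 1 mM ATP | Doses: Single 20 µM dose | Incubation: Reaction time 90 min, room temperature, protected from light | Signal: Coupled resazurin fluorescence, excitation 525 nm, emission 613 nm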
SENP8 block – SENP8 protease inhibitors, primary screen, biochemical, luminescence; 330,000 compounds, 1.2% hits; inhibition, % at 10 µM; AID 2540, 2010; purified SENP8, Z-RLRGG-aminoluciferin cleavage; Sentrin-specific protease 8 (Homo sapiens), Q96LD8
Jurkat NFkB inh – inhibitors of induced NF-kB luciferase reporter, primary screen, TCR NF-kB activation inhibitor project, cell-based, luminescence, uHTS; inhibition, % at 4 µM; 330,000 compounds, 0.53% hits; Jurkat, PMA/ionomycin-induced NF-kB luciferase reporter
Apaf1 inhib – inhibitors of human Apaf-1 apoptosome, primary screen, biochemical, DEVD-Rh110 fluorescence, uHTS | AID 489030, 2010 | inhibition, % at 20 µM | reconstituted apoptosome caspase-3 activity | 330,000 compounds, 0.71% hits; active = inhibition of at least 40% at 20 µM;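 also: plate controls were DMSO wells for no effect and DEVD-CHO caspase inhibitor wells for full effect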
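detection = Rh110 fluorescence intensity | test system = biochemical Apaf-1 apoptosome reconstitution | also added = cytochrome c and DEVD-Rh110 substrate | schedule = 30 min plus 50 min, RT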
UBC13 inh – UBC13 polyubiquitin chain formation inhibitors, primary screen, biochemical, TR-FRET, uHTS | inhibition, % at 20 µM | 330,000 compounds, 0.47% hits | AID 485273, 2010; in the data active = inhibition above about 45%, passing the limit was not always enough
SENP7 block – SENP7 protease inhibitors, primary screen, biochemical, luminescence, uHTS; Sentrin-specific protease 7 (Homo sapiens), Q9BQF6; recombinant SENP7, Z-RLRGG-aminoluciferin luminescence, 40 min; inhibition, % at 5 µM; 330,000 compounds, 1.5% hits;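 active = inhibition above about 50% at the single test dose, limit read from the data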;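 also: plate controls were DMSO with enzyme for no effect and no enzyme buffer wells for full effect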
Numbers without * were called inactive. Rule as the data show it, unless noted: active = inhibition above about 50%; inactive = the rest. Hits appear at their usual frequency; any-hit rate near 3.6%.

Cc1ccc2c(CC(=O)N3CCc4ccccc43)coc2c1 was read as 697 NFkB inh -172, Gli-Sufu antag -83, HKDC1 inh 8, SENP8 block 66*, Jurkat NFkB inh -104, Apaf1 inhib 9, UBC13 inh 3 and SENP7 block 82*.
Screening O=C(CCn1c(=O)oc2ccccc21)N1CCN(c2ccc(F)cc2)CC1 returned 697 NFkB inh 5, Gli-Sufu antag -5, HKDC1 inh -5, SENP8 block -3, Jurkat NFkB inh -2, Apaf1 inhib 5, UBC13 inh -4 and SENP7 block 10.
For COc1ccccc1N(CC(=O)NCC1CCCO1)C(=O)CCC(=O)Nc1cc(C)on1 (stereo not given) the results were 697 NFkB inh 5, Gli-Sufu antag 20, HKDC1 inh -1, SENP8 block 5, Jurkat NFkB inh -3, Apaf1 inhib -6, UBC13 inh 1 and SENP7 block 3.
For CC(O)C1C(=O)OC2(C)CC(C)(C)NC(=S)N12 (stereo not given) the results were 697 NFkB inh 7, Gli-Sufu antag 2, HKDC1 inh -2, SENP8 block 9, Jurkat NFkB inh -3, Apaf1 inhib 0, UBC13 inh 1 and SENP7 block 0.
Screening CCCCCn1c(=O)[nH]c2cc(C(=O)O)ccc2c1=O returned 697 NFkB inh -5, Gli-Sufu antag -1, HKDC1 inh -1, SENP8 block -9, Jurkat NFkB inh -7, Apaf1 inhib 8, UBC13 inh -17 and SENP7 block -6.
Screening CN1C(=O)CC(N2CCC(C(N)=O)(N3CCCCC3)CC2)C1=O (stereo not given) returned 697 NFkB inh 2, Gli-Sufu antag -3, HKDC1 inh 7, SENP8 block 1, Jurkat NFkB inh 15, Apaf1 inhib -2, UBC13 inh -11 and SENP7 block 6.
CCN1CCN(c2ccc(NC(=O)c3cc(S(=O)(=O)N4CCCC4)ccc3Cl)cc2)CC1 was read as 697 NFkB inh -26, Gli-Sufu antag 10, HKDC1 inh 3, SENP8 block 0, Jurkat NFkB inh -28, Apaf1 inhib 14, UBC13 inh 12 and SENP7 block 10.
Clc1ccc2scc(CN3CCCCC3)c2c1 was read as 697 NFkB inh 11, Gli-Sufu antag 11, HKDC1 inh -3, SENP8 block 1, Jurkat NFkB inh 8, Apaf1 inhib 5, UBC13 inh 1 and SENP7 block 1.
`CCC(CC)CN1C(Nc2ccccc2)=NC[C@@H]1CC(C)C` gave 697 NFkB inh -44, Gli-Sufu antag 11, HKDC1 inh 0, SENP8 block 14, Jurkat NFkB inh -30, Apaf1 inhib 1, UBC13 inh 2 and SENP7 block -11.
Screening Cc1cc(C)cc(OCC(=O)N2N=C(C(F)(F)F)CC2(O)C(C)(C)C)c1 (stereo not given) returned 697 NFkB inh -10, Gli-Sufu antag 4, HKDC1 inh 3, SENP8 block 6, Jurkat NFkB inh -7, Apaf1 inhib 20, UBC13 inh 2 and SENP7 block -4.

Of the compounds above, three have a carbonyl joined to an NH by a bond outside any ring:
For COc1ccccc1N(CC(=O)NCC1CCCO1)C(=O)CCC(=O)Nc1cc(C)on1 (stereo not given) the results were 697 NFkB inh 5, Gli-Sufu antag 20, HKDC1 inh -1, SENP8 block 5, Jurkat NFkB inh -3, Apaf1 inhib -6, UBC13 inh 1 and SENP7 block 3.
Screening CN1C(=O)CC(N2CCC(C(N)=O)(N3CCCCC3)CC2)C1=O (stereo not given) returned 697 NFkB inh 2, Gli-Sufu antag -3, HKDC1 inh 7, SENP8 block 1, Jurkat NFkB inh 15, Apaf1 inhib -2, UBC13 inh -11 and SENP7 block 6.
CCN1CCN(c2ccc(NC(=O)c3cc(S(=O)(=O)N4CCCC4)ccc3Cl)cc2)CC1 was read as 697 NFkB inh -26, Gli-Sufu antag 10, HKDC1 inh 3, SENP8 block 0, Jurkat NFkB inh -28, Apaf1 inhib 14, UBC13 inh 12 and SENP7 block 10.

Additional results.
O=C(Nc1nncs1)Oc1ccccc1 was read as 697 NFkB inh 11, Gli-Sufu antag -31, HKDC1 inh -4, SENP8 block -1, Jurkat NFkB inh 0, Apaf1 inhib -3, UBC13 inh 0 and SENP7 block 6.
For NC(=O)c1c(NC(=S)Nc2ccccc2)sc2c1CCCC2 the results were 697 NFkB inh 2, Gli-Sufu antag -6, HKDC1 inh 7, SENP8 block -20, Jurkat NFkB inh -4, Apaf1 inhib 11, UBC13 inh 40 and SENP7 block -2.
CC(=O)Nc1ccc(NC(=O)C(C)Sc2nc3ccccc3c(=O)n2CC2CCCO2)cc1 (stereo not given) was read as 697 NFkB inh 25, Gli-Sufu antag -1, HKDC1 inh -1, SENP8 block -8, Jurkat NFkB inh 0, Apaf1 inhib -2, UBC13 inh -3 and SENP7 block -6.
`CCOC(=O)CNS(=O)(=O)c1c(C)noc1C` gave 697 NFkB inh 19, Gli-Sufu antag -3, HKDC1 inh -4, SENP8 block -1, Jurkat NFkB inh -10, Apaf1 inhib 4, UBC13 inh -6 and SENP7 block 3.
`Cc1cccc(CN2CCc3c([nH]c4ccccc34)C2)c1` gave 697 NFkB inh 10, Gli-Sufu antag 5, HKDC1 inh -4, SENP8 block 1, Jurkat NFkB inh 12, Apaf1 inhib 9, UBC13 inh 5 and SENP7 block 7.
COC(=O)c1oc2ccc(Cl)cc2c1NC(C)=O was read as 697 NFkB inh -3, Gli-Sufu antag 22, HKDC1 inh 2, SENP8 block 3, Jurkat NFkB inh 4, Apaf1 inhib 1, UBC13 inh 2 and SENP7 block 6.
Screening O=C(CN1CCCCCC1)N1c2ccccc2Sc2ccccc21 returned 697 NFkB inh 11, Gli-Sufu antag 24, HKDC1 inh -5, SENP8 block -5, Jurkat NFkB inh -8, Apaf1 inhib 11, UBC13 inh -5 and SENP7 block -3.
`COc1ccc(C(=O)NCCSc2ccccc2)cc1OC` gave 697 NFkB inh -29, Gli-Sufu antag -50, HKDC1 inh 11, SENP8 block -8, Jurkat NFkB inh -51, Apaf1 inhib -3, UBC13 inh 5 and SENP7 block 4.
COc1ccccc1-c1cc(C(=O)NC(C)c2ccccc2)no1 (stereo not given) was read as 697 NFkB inh 13, Gli-Sufu antag 3, HKDC1 inh 2, SENP8 block -10, Jurkat NFkB inh 3, Apaf1 inhib 22, UBC13 inh -1 and SENP7 block -3.
Screening CCC1SC2=NC(C)=C(C(=O)OCCOC)C(c3ccc(C(=O)OC)cc3)N2C1=O (stereo not given) returned 697 NFkB inh -8, Gli-Sufu antag 11, HKDC1 inh -1, SENP8 block 5, Jurkat NFkB inh -6, Apaf1 inhib 0, UBC13 inh 5 and SENP7 block -3.
Screening Cc1nn(Cc2ccccc2Cl)c(C)c1NC(=O)c1noc(C(C)C)c1[N+](=O)[O-] returned 697 NFkB inh -36, Gli-Sufu antag 6, HKDC1 inh -2, SENP8 block -8, Jurkat NFkB inh -12, Apaf1 inhib 6, UBC13 inh -8 and SENP7 block -18.
Screening CC(C)c1ccc(NC2CCCN(C(=O)c3cccs3)C2)cc1 (stereo not given) returned 697 NFkB inh -21, Gli-Sufu antag 4, HKDC1 inh 2, SENP8 block 3, Jurkat NFkB inh -15, Apaf1 inhib 18, UBC13 inh 0 and SENP7 block 4.
For O=S(=O)(Cc1ccccc1)NCc1cccnc1 the results were 697 NFkB inh 18, Gli-Sufu antag 0, HKDC1 inh -6, SENP8 block 9, Jurkat NFkB inh 20, Apaf1 inhib -5, UBC13 inh -2 and SENP7 block 3.
COCCNc1nc(SCC(=O)N2CCN(c3ccccc3OC)CC2)nc2ccccc12 was read as 697 NFkB inh -19, Gli-Sufu antag 18, HKDC1 inh -10, SENP8 block 2, Jurkat NFkB inh 1, Apaf1 inhib -16, UBC13 inh 17 and SENP7 block 3.
COc1ccc(S(=O)(=O)NCCC(=O)NCc2ccccc2)cc1 was read as 697 NFkB inh 1, Gli-Sufu antag -2, HKDC1 inh 6, SENP8 block -8, Jurkat NFkB inh -4, Apaf1 inhib -8, UBC13 inh -14 and SENP7 block 1.
For CC1CC(=O)Nc2ccccc2N1S(=O)(=O)c1ccc(F)cc1F (stereo not given) the results were 697 NFkB inh -2, Gli-Sufu antag 0, HKDC1 inh -2, SENP8 block 1, Jurkat NFkB inh -14, Apaf1 inhib -3, UBC13 inh -3 and SENP7 block -13.
CC(=O)N(C(C)=O)c1nc(-c2ccccc2)cn1/N=C/c1cccc([N+](=O)[O-])c1 was read as 697 NFkB inh 15, Gli-Sufu antag -4, HKDC1 inh 4, SENP8 block 1, Jurkat NFkB inh 11, Apaf1 inhib 1, UBC13 inh -7 and SENP7 block 4.
For O=S(=O)(c1ccccc1F)N1CCN(Cc2nc3ccccc3[nH]2)CC1 the results were 697 NFkB inh 19, Gli-Sufu antag 10, HKDC1 inh -6, SENP8 block 4, Jurkat NFkB inh 5, Apaf1 inhib -11, UBC13 inh -3 and SENP7 block -2.
`COc1ccc(S(=O)(=O)NCCCN2CCOCC2)c2ccccc12` gave 697 NFkB inh 2, Gli-Sufu antag 6, HKDC1 inh 1, SENP8 block -3, Jurkat NFkB inh -19, Apaf1 inhib -3, UBC13 inh 3 and SENP7 block 6.
Screening COc1ccc(CNC(=O)C[C@H]2C[C@H](C(=O)N3CCOCC3)[C@@]3(CCC4CCCC4)c4[nH]c5cc(CCC(=O)N(C)C)ccc5c4CCN3C2=O)cc1OC returned 697 NFkB inh 11, Gli-Sufu antag 1, HKDC1 inh 2, Apaf1 inhib 13 and SENP7 block 0.
COc1ccccc1C(=O)NCC(=O)N=Nc1c(O)n(C(C)C)c2ccccc12 was read as 697 NFkB inh -19, Gli-Sufu antag -11, HKDC1 inh 1, SENP8 block -1, Jurkat NFkB inh -6, Apaf1 inhib 16, UBC13 inh -14 and SENP7 block -15.
CC(C)C(NC(=O)c1ccccc1)C(=O)NC1CCCc2ccccc21 (stereo not given) was read as 697 NFkB inh -3, Gli-Sufu antag -2, HKDC1 inh -3, SENP8 block -5, Jurkat NFkB inh -10, Apaf1 inhib 0, UBC13 inh -13 and SENP7 block 0.

Looked up by compound from the list above:
For O=S(=O)(c1ccccc1F)N1CCN(Cc2nc3ccccc3[nH]2)CC1 the results were 697 NFkB inh 19, Gli-Sufu antag 10, HKDC1 inh -6, SENP8 block 4, Jurkat NFkB inh 5, Apaf1 inhib -11, UBC13 inh -3 and SENP7 block -2.
COc1ccc(S(=O)(=O)NCCC(=O)NCc2ccccc2)cc1 was read as 697 NFkB inh 1, Gli-Sufu antag -2, HKDC1 inh 6, SENP8 block -8, Jurkat NFkB inh -4, Apaf1 inhib -8, UBC13 inh -14 and SENP7 block 1.
